ARFGAP1 inhibitor: rat ARFGAP1 inhibition. Arfgap1-stimulated ARF1 GTP hydrolysis, GDP FP detection. inhibition, % at 16.5 µM. 0.26% of 360,000 active. AID 651572;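 active = inhibition above a per-plate limit, mean inhibition of low control wells plus 3 SD, cut at about 25% in these data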;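 also: 0% = DMSO wells with enzyme and 100% = wells lacking Arfgap1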
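Assay system: Rat Arfgap1 GAP domain (His6, aa 1-136), purified enzyme | Buffer or medium: HEPES 25 mM pH 7.5, NaCl 150 mM, MgCl2, DTT | Schedule: GTP hydrolysis reaction 2 h at 25 °C | Signal: FP of antibody-bound GDP Alexa 633 tracer, ex 620/em 688 nm | Measure: Percent inhibition of Arfgap1-stimulated GTP hydrolysis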
NR1D1 modulator: modulators of human Rev-erb alpha DNA binding; 0.79% of 370,000 active; activity, % at 10 µM; P20393; Rev-erbα–FITC-DNA binding, fluorescence polarization, 90 min; AID 1259318;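 active = activity above about 14%, limit read from the data; passing the limit was not always enough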;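 also: 0% = DMSO wells with 35 nM protein and 100% = DMSO wells with 750 nM protein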
DDE Tn7 FP inh: DD(E)-Tn7 binding inhibition, primary FP screen | inhibition, % at 8.3 µM | 0.13% of 370,000 active | P02675 | FP displacement of FITC-Tn7 peptide from fibrin DD(E); 0% = median of compound wells per plate;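 active = inhibition above the mean of compounds falling within the control limits plus 3 SD of them, cut at about 14% in these data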;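 also: 0% = plate median of compound wells and 100% = 10 µM Aha-Tn7 peptide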
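Assay system: Fibrin-DD(E) protein isolated from polymerized human fibrin clots; read-out basis: percent inhibition; medium: Tris/NaCl/CaCl2 buffer, pH 7.8; signal: FP measurement; incubation: 10 min plus 3 h, room temperature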
ASAP1 GAP inh: inhibitors of human ASAP1 ArfGAP activity; inhibition, % at 16.5 µM; ASAP1-stimulated ARF1 GTP hydrolysis, GDP FP detection; 0.19% of 360,000 active; in the data active = inhibition above about 25%;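 also: 0% = vehicle with enzyme and substrate and 100% = no enzyme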
UHRF1 MBD2 ctr: UHRF1 methyl-DNA binding inhibition; Q96T88; UHRF1 binding to methylated oligo, TR-FRET; inhibition, % at 4.4 µM; 0.75% of 370,000 active; AID 687016; in the data active = inhibition above about 21%;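 also: UHRF1 SRA domain binding a hemimethylated CpG hairpin DNA probe; 0% = median of test compound wells and 100% = reference inhibitor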
Target sequence (Q96T88 whole entry, looked up, the tested form may be a part): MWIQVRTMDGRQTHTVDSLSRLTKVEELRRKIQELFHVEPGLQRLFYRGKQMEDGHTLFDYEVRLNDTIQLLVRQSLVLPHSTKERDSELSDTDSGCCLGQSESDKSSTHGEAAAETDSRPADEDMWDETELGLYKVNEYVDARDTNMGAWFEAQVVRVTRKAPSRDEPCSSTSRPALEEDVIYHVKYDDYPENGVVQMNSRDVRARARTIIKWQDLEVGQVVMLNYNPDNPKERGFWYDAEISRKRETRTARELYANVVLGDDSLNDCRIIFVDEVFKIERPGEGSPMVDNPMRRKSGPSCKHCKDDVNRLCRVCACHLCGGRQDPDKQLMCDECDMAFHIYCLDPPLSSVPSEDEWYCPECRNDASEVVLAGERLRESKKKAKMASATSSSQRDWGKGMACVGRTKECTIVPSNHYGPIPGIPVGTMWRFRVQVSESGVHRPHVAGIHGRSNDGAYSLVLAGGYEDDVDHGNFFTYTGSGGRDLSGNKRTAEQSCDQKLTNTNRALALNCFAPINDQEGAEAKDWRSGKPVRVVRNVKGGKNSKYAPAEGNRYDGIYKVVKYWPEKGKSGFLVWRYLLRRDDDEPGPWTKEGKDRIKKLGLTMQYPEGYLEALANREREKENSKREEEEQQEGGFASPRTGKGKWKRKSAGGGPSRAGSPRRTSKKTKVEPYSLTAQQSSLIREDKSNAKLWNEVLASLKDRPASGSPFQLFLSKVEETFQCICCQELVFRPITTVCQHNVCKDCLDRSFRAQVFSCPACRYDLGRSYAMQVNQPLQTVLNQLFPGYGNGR
KLK7 zymogen act: activators of human kallikrein-7 zymogen; P49862; purified proKLK7, EDANS-DABCYL substrate fluorescence; 100% is mature enzyme control, 0% vehicle; activation, % at 7 µM; 0.9% of 370,000 active; AID 652039;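 active = activation above the mean of all tested compounds plus 3 SD, computed per campaign excluding outliers beyond control limits, cut at about 13% in these data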
Target sequence (P49862 whole entry, looked up): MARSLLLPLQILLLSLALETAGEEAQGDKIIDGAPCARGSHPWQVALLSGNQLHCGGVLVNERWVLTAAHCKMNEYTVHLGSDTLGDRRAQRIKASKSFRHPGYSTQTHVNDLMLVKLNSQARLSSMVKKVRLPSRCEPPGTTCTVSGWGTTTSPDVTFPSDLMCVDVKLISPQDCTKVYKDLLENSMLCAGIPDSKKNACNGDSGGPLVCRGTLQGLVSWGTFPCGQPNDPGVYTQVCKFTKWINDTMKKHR
Tn6 DDE FP: DD(E)-Tn6 binding inhibition, primary FP screen | Fibrin DD(E) TRITC-Tn6 fluorescence polarization displacement | P02675 | 0.21% of 370,000 active | inhibition, % at 8.3 µM | AID 720509;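 active = inhibition above a per-campaign cutoff: mean of compounds within control limits plus 3 SD, cut at about 15% in these data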;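 also: 0% = median of all compound wells on the plate and 100% = blocking peptide control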
PLC-gamma1 inh: PLC-gamma1 (human) inhibition, primary screen; P19174; purified PLC-gamma1, fluorogenic substrate, fluorescence; 0.84% of 370,000 active; inhibition, % at 12.2 µM; in the data active = inhibition above about 9.5%
HGIII-sPLA2 inh: Blocks human group III sPLA2 activity | 0.56% of 370,000 active | inhibition, % at 12.2 µM | QFRET BODIPY PC-A2 liposome hydrolysis, fluorescence | Q9NZ20 | AID 743126;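 active = inhibition above mean plus 3 SD of compounds lying within the high and low control bounds, cut at about 19% in these data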;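 also: 0% = median of test compound wells and 100% = no enzyme DMSO wells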
PLC-beta3 inh: PLC-beta3 (human) inhibition, primary screen; Purified PLC-beta3, fluorogenic substrate, fluorescence; AID 720704; Q01970; 0.18% of 370,000 active; inhibition, % at 12.2 µM; in the data active = inhibition above about 11%;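 also: 0% = median of compound wells on plate and 100% = full blocker control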
* = called active by the depositor.

What do the screens show for `O=C(COC(=O)c1cc([N+](=O)[O-])ccc1N1CCOCC1)NCc1ccc(F)cc1`?
ARFGAP1 inhibitor: 0; NR1D1 modulator: -2; DDE Tn7 FP inh: 4; ASAP1 GAP inh: -3; UHRF1 MBD2 ctr: -1; KLK7 zymogen act: -0.5; Tn6 DDE FP: -10; PLC-gamma1 inh: 3; HGIII-sPLA2 inh: 0; PLC-beta3 inh: 0

What do the screens show for `O=c1c2cc(Br)ccc2nc(-c2ccc([N+](=O)[O-])cc2)n1O`?
ARFGAP1 inhibitor: 2; NR1D1 modulator: -2; DDE Tn7 FP inh: -4; ASAP1 GAP inh: -1; UHRF1 MBD2 ctr: 4; KLK7 zymogen act: -0.7; Tn6 DDE FP: -1; PLC-gamma1 inh: -1; HGIII-sPLA2 inh: -5; PLC-beta3 inh: 2

What do the screens show for `O=C(CC[C@H]1O[C@@H](n2ccc(=O)[nH]c2=O)[C@H](O)[C@@H]1O)N[C@H](Cc1ccccc1)C(=O)NCCCc1ccccc1`?
ARFGAP1 inhibitor: -5; NR1D1 modulator: -8; DDE Tn7 FP inh: 3; ASAP1 GAP inh: 3; UHRF1 MBD2 ctr: -2; KLK7 zymogen act: -0.3; Tn6 DDE FP: -1; PLC-gamma1 inh: -1; HGIII-sPLA2 inh: 4; PLC-beta3 inh: 4

Results for CCN1CCCC1CNC(=O)Cn1nc(C)n2nc(-c3ccccc3)cc2c1=O (stereo unspecified) ?
ARFGAP1 inhibitor: -3; NR1D1 modulator: -2; DDE Tn7 FP inh: 9; ASAP1 GAP inh: -3; UHRF1 MBD2 ctr: -4; KLK7 zymogen act: -0.6; Tn6 DDE FP: 2; PLC-gamma1 inh: 0; HGIII-sPLA2 inh: 2; PLC-beta3 inh: -3

Results for Cc1ccc(-c2csc(NC(=S)NC(=O)c3cc4ccccc4o3)n2)cc1 ?
ARFGAP1 inhibitor: -5; NR1D1 modulator: 0; DDE Tn7 FP inh: -2; ASAP1 GAP inh: -7; UHRF1 MBD2 ctr: 0; KLK7 zymogen act: 0.0; Tn6 DDE FP: 6; PLC-gamma1 inh: -4; HGIII-sPLA2 inh: 4; PLC-beta3 inh: 1

How did COC(=O)[C@]1(CNC(C)=O)CC(=O)N(Cc2ccc(Cl)cc2)[C@@H]1c1ccc(OC)cc1 do in these assays?
NR1D1 modulator: 6; DDE Tn7 FP inh: 1; UHRF1 MBD2 ctr: 5; KLK7 zymogen act: 0.7; Tn6 DDE FP: 0; PLC-gamma1 inh: 11*; HGIII-sPLA2 inh: 9; PLC-beta3 inh: 1

Results for O=C1CC(c2ccco2)CC(O)=C1C=NCCN1CCN(C2CC(=O)N(c3ccccc3)C2=O)CC1 (stereo unspecified) ?
ARFGAP1 inhibitor: 6; NR1D1 modulator: 4; DDE Tn7 FP inh: 1; ASAP1 GAP inh: -4; UHRF1 MBD2 ctr: 0; KLK7 zymogen act: -0.2; Tn6 DDE FP: -6; PLC-gamma1 inh: 2; HGIII-sPLA2 inh: 4; PLC-beta3 inh: -2

Results for Cc1ccccc1N(CC(=O)Nc1ccc(S(=O)(=O)N2CCOCC2)cc1)S(C)(=O)=O ?
ARFGAP1 inhibitor: -1; NR1D1 modulator: 1; DDE Tn7 FP inh: 6; ASAP1 GAP inh: 8; UHRF1 MBD2 ctr: -1; KLK7 zymogen act: 0.0; Tn6 DDE FP: -4; PLC-gamma1 inh: 0; HGIII-sPLA2 inh: -26; PLC-beta3 inh: -7

What do the screens show for `C=CCOc1cccc(CNCCCN2CCOCC2)c1`?
ARFGAP1 inhibitor: -2; NR1D1 modulator: 7; DDE Tn7 FP inh: -4; ASAP1 GAP inh: 3; UHRF1 MBD2 ctr: -1; KLK7 zymogen act: 0.1; Tn6 DDE FP: -4; PLC-gamma1 inh: 1; HGIII-sPLA2 inh: 2; PLC-beta3 inh: -1

What do the screens show for `COc1ccc(C2=NOC3(CC(=O)N(c4ccc5ccccc5c4)C3=O)C2)c(OC)c1` (stereo unspecified)?
ARFGAP1 inhibitor: -1; NR1D1 modulator: 1; DDE Tn7 FP inh: -10; ASAP1 GAP inh: 5; UHRF1 MBD2 ctr: 5; KLK7 zymogen act: 0.3; Tn6 DDE FP: -4; PLC-gamma1 inh: 4; HGIII-sPLA2 inh: 7; PLC-beta3 inh: 3

Results for COc1cc(/C=N/NC(N)=S)ccc1OCC(=O)Nc1ccc(C)c(C)c1 ?
ARFGAP1 inhibitor: 1; NR1D1 modulator: -9; DDE Tn7 FP inh: 1; ASAP1 GAP inh: -9; UHRF1 MBD2 ctr: -2; KLK7 zymogen act: -1.1; Tn6 DDE FP: 3; PLC-gamma1 inh: 5; HGIII-sPLA2 inh: -3; PLC-beta3 inh: 3

What do the screens show for `CCc1cc2ccc(OC)cc2nc1SCC(=O)NNC(C)=O`?
ARFGAP1 inhibitor: -5; NR1D1 modulator: 2; DDE Tn7 FP inh: 2; ASAP1 GAP inh: -3; UHRF1 MBD2 ctr: 3; KLK7 zymogen act: -0.9; Tn6 DDE FP: 0; PLC-gamma1 inh: 2; HGIII-sPLA2 inh: 5; PLC-beta3 inh: -8

What do the screens show for `CCn1c(=O)c2c(nc3n2CCN3c2ccccc2)n(C)c1=O`?
ARFGAP1 inhibitor: -1; NR1D1 modulator: -2; DDE Tn7 FP inh: -5; ASAP1 GAP inh: 3; UHRF1 MBD2 ctr: 9; KLK7 zymogen act: 0.1; Tn6 DDE FP: -1; PLC-gamma1 inh: -3; HGIII-sPLA2 inh: -2; PLC-beta3 inh: -6

Results for Cc1nnc2nc(N)[nH]n2c1=O ?
ARFGAP1 inhibitor: -1; NR1D1 modulator: -3; DDE Tn7 FP inh: 4; ASAP1 GAP inh: -6; UHRF1 MBD2 ctr: -1; KLK7 zymogen act: -0.2; Tn6 DDE FP: -3; PLC-gamma1 inh: -1; HGIII-sPLA2 inh: 18; PLC-beta3 inh: -3

What do the screens show for `CCOC(=O)c1ccc(S(=O)(=O)N(CCO)Cc2cc3cc(OC)c(OC)cc3[nH]c2=O)cc1`?
ARFGAP1 inhibitor: 8; NR1D1 modulator: 5; DDE Tn7 FP inh: 3; ASAP1 GAP inh: 1; UHRF1 MBD2 ctr: -1; KLK7 zymogen act: 1.0; Tn6 DDE FP: -3; PLC-gamma1 inh: -23; HGIII-sPLA2 inh: 8; PLC-beta3 inh: -42

What do the screens show for `CCOC(=O)c1nc(NNC(C)=O)sc1C`?
ARFGAP1 inhibitor: -4; NR1D1 modulator: 4; DDE Tn7 FP inh: -3; ASAP1 GAP inh: -4; UHRF1 MBD2 ctr: -3; KLK7 zymogen act: -0.5; Tn6 DDE FP: -5; PLC-gamma1 inh: 0; HGIII-sPLA2 inh: 4; PLC-beta3 inh: -1

What do the screens show for `COC(=O)/C=C1\SC(=NC(=O)c2cccc([N+](=O)[O-])c2)NC1=O`?
ARFGAP1 inhibitor: -3; NR1D1 modulator: -1; DDE Tn7 FP inh: 0; ASAP1 GAP inh: -1; UHRF1 MBD2 ctr: -1; KLK7 zymogen act: 0.0; Tn6 DDE FP: -1; PLC-gamma1 inh: 0; HGIII-sPLA2 inh: 0; PLC-beta3 inh: -6

How did Oc1ccc(/C=N/NC2=NCCCCC2)c(O)c1 do in these assays?
ARFGAP1 inhibitor: -3; NR1D1 modulator: 0; DDE Tn7 FP inh: 6; ASAP1 GAP inh: 16; UHRF1 MBD2 ctr: 2; KLK7 zymogen act: -2.2; Tn6 DDE FP: -4; PLC-gamma1 inh: -16; HGIII-sPLA2 inh: -6; PLC-beta3 inh: -21

How did CCn1c(C)nc2cc(S(N)(=O)=O)ccc21 do in these assays?
ARFGAP1 inhibitor: -2; NR1D1 modulator: -2; DDE Tn7 FP inh: 3; ASAP1 GAP inh: 6; UHRF1 MBD2 ctr: -1; KLK7 zymogen act: 0.3; Tn6 DDE FP: 8; PLC-gamma1 inh: -2; HGIII-sPLA2 inh: -3; PLC-beta3 inh: 0

What do the screens show for `CN1CCN(C2CN(Cc3cn(Cc4cccc(C(F)(F)F)c4)nn3)S(=O)(=O)C2)CC1` (stereo unspecified)?
ARFGAP1 inhibitor: -2; NR1D1 modulator: -7; DDE Tn7 FP inh: -12; ASAP1 GAP inh: -10; UHRF1 MBD2 ctr: 17; KLK7 zymogen act: 0.8; Tn6 DDE FP: 1; PLC-gamma1 inh: 1; HGIII-sPLA2 inh: 1; PLC-beta3 inh: -2

How did CN1CCC(=NOc2ccc([N+](=O)[O-])cc2)CC1 do in these assays?
ARFGAP1 inhibitor: -5; NR1D1 modulator: -7; DDE Tn7 FP inh: -5; ASAP1 GAP inh: 4; UHRF1 MBD2 ctr: -2; KLK7 zymogen act: 0.2; Tn6 DDE FP: 2; PLC-gamma1 inh: 3; HGIII-sPLA2 inh: 1; PLC-beta3 inh: -1

Results for Cc1cccc(N2C(=O)/C(=C/c3ccccn3)SC2=S)c1 ?
ARFGAP1 inhibitor: 0; NR1D1 modulator: -1; DDE Tn7 FP inh: 6; ASAP1 GAP inh: -3; UHRF1 MBD2 ctr: -1; KLK7 zymogen act: -0.6; Tn6 DDE FP: 2; PLC-gamma1 inh: 0; HGIII-sPLA2 inh: 0; PLC-beta3 inh: -4

Results for O=c1[nH]c2cccnc2c2ccsc12 ?
ARFGAP1 inhibitor: 23; NR1D1 modulator: -5; DDE Tn7 FP inh: -1; ASAP1 GAP inh: -17; UHRF1 MBD2 ctr: 6; KLK7 zymogen act: -1.9; Tn6 DDE FP: -6; PLC-gamma1 inh: -10; HGIII-sPLA2 inh: 12; PLC-beta3 inh: -6

What do the screens show for `CC(C)(O)C1=NOC(c2ccccc2)C1` (stereo unspecified)?
ARFGAP1 inhibitor: -7; NR1D1 modulator: 1; DDE Tn7 FP inh: -4; ASAP1 GAP inh: -17; UHRF1 MBD2 ctr: -1; KLK7 zymogen act: 0.2; Tn6 DDE FP: -6; PLC-gamma1 inh: 4; HGIII-sPLA2 inh: 2; PLC-beta3 inh: 4

How did C[C@@H]1CN([C@H](C)CO)C(=O)CCCn2nncc2CO[C@@H]1CN(C)C(=O)c1ccc(N2CCN(C)CC2)cc1 do in these assays?
ARFGAP1 inhibitor: 5; NR1D1 modulator: 9; DDE Tn7 FP inh: 1; ASAP1 GAP inh: 5; UHRF1 MBD2 ctr: -2; KLK7 zymogen act: 1.1; Tn6 DDE FP: 1; PLC-gamma1 inh: 2; HGIII-sPLA2 inh: -3; PLC-beta3 inh: 4

Screening results as filed in PubChem BioAssay.

The order is random; any-hit rate near 4.5%.
